PMI inhibition – MPI inhibition at elevated mannose 6-phosphate – biochemical, fluorescence intensity, high mannose 6-phosphate, primary screen (AID 1220); hit rate 0.66% among 190,000; inhibition, % at 20 µM, or IC50 in µM where a hit was titrated; recombinant PMI enzyme, coupled fluorescence intensity; higher % means a stronger effect
UTI89 phage lysis – protection from phage-mediated lysis, alamar blue read-out – E. coli UTI89, K1F phage, bacterial capsule biogenesis inhibitors (AID 488966) | inhibition, % at 100 µM; hits with a dose series show IC50 in µM | hit rate 0.02% among 340,000 | E. coli UTI89 K1F phage lysis, alamar blue, 2 h; higher % means a stronger effect;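 active means phage lysis inhibition, versus mean bacterial control, above a set limit; inconclusive means no clear call, values can overlap the other calls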;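 further: capsule biogenesis inhibitors block K1F phage lysis so surviving cells raise fluorescence; higher fluorescence means more inhibition of phage lysis; actives were called in the ten point dose series up to 300 µM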
T cell HTS – modulates CD8 T cell binding to vesicles. 2C CD8+ T cell-vesicle binding, flow cytometry; active compounds read low. calls only at 7 µM. hit rate 0.068% among 330,000;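 active means response, share of CD8 T cells binding vesicles, and their 90th percentile fluorescence all below set limits, cut at about 80% in these data, passing the limit was not always enough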
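incubation = binding step 1.5 h, 37 °C, antibody labelling 20 min, ice | test system = 2C mouse CD8+ T cells | read-out basis = percent CD8+ FL2 mean versus row control | controls = Peptide-free naked vesicles (low) and QL9 vesicles with 0.7% DMSO vehicle (high) | detection = flow cytometry of vesicle-bound cells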
M1AAP inhibition – malaria alanyl aminopeptidase activity blockers – biochemical, fluorogenic H-Leu-NHMec substrate, 1536-well (AID 1445); recombinant M1AAP, H-Leu-NHMec fluorogenic kinetic assay; higher % means a stronger effect; inhibition, % at 30 µM, or IC50 in µM where a hit was titrated; hit rate 0.42% among 220,000;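 active means primary inhibition above the hit cutoff, then over 50% inhibition at one or more dose response concentrations, cut at about 23% in these data, passing the limit was not always enough; inconclusive means conflicting primary data, or primary hits not chosen for dose response; inactive means low primary inhibition, or under 50% at every dose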;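 further: plate controls were DMSO full reaction for no effect and no enzyme background for full effect; strong numbers were not always called active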
RSV CPE inhibition – inhibition of RSV-induced cytopathic effect – HEp-2 cells, primary 10 µM value included (AID 2391) | HEp-2 cells, RSV-induced CPE inhibition; higher % means a stronger effect | CPE inhibition, % at 10 µM, or IC50 in µM where a hit was titrated | hit rate 0.13% among 310,000; in the data active means a potency from the dose series; inconclusive means CPE inhibition mostly from about 23% at the one dose, without a potency; inactive means the rest, 99 in 100 with CPE inhibition below about 21%; further: strong numbers were not always called active
West Nile antiviral – inhibition of WNV-induced cytopathic effect – cell-based, CPE readout (AID 1621); CPE inhibition, % at 10 µM, or IC50 in µM where a hit was titrated; West Nile virus-infected cells, CPE inhibition; higher % means a stronger effect; hit rate 0.02% among 290,000; in the data active means a potency from the dose series; inconclusive means CPE inhibition mostly from about 3.7% at the one dose, without a potency; inactive means the rest, 99 in 100 with CPE inhibition below about 2.2%; further: strong numbers were not always called active
TNAP activation fold – human TNAP enzyme activators, primary screen, biochemical, luminescent, no phosphate acceptor, uHTS (AID 1001) | purified TNAP, luminescent activation assay, no phosphate acceptor; higher activation fold means a stronger effect | one-dose activation fold at 20 µM; EC50 in µM for titrated hits | hit rate 0.03% among 200,000; in the data active means activation fold from about 3, or a potency from the dose series; inactive means the rest, 99 in 100 with activation fold below about 1.6; further: many of its hits are not listed in these tables
P. falciparum M17LAP – P. falciparum M17LAP inhibitors, primary screen, biochemical, fluorogenic H-Leu-NHMec substrate, 1536-well (AID 1619); hit rate 0.38% among 220,000; inhibition, % at 30 µM, or IC50 in µM where a hit was titrated; recombinant M17LAP, H-Leu-NHMec fluorogenic kinetic assay; higher % means a stronger effect;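 active means compound inhibiting the enzyme by more than half at any dose during confirmatory dose-response retesting; inconclusive means strong single-dose inhibitors picked by rank but not retested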;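 further: plate controls were full reaction with DMSO carrier for no effect and no enzyme background for full effect; strong numbers were not always called active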
human PMI inhibition – MPI enzyme activity inhibition – biochemical, fluorescence intensity, coupled assay, primary screen (AID 1209); inhibition, % at 20 µM; hits with a dose series show IC50 in µM; hit rate 0.42% among 190,000; purified PMI enzyme, coupled fluorescence intensity; higher % means a stronger effect;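 further: plate controls were DMSO vehicle for no effect and wells lacking substrate for full effect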
T cell HTS vesicle-bound % – second read-out of T cell HTS, no call of its own (marks repeat the call); double positive events, %; measured here: CD8+ vesicle-bound cell fraction;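 binding gate set so that unloaded-vesicle control wells show 10% double positive cells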
Numbers without * were called inactive; i = inactive; ? = inconclusive; nt = no result given; [ ] = dose if it differs, or a comment. Unless noted, no stated cut-off is given here; in the data, active means inhibition above about 50%; inactive means the rest.

SMILES	PMI inhibition	UTI89 phage lysis	T cell HTS	T cell HTS vesicle-bound %	M1AAP inhibition	RSV CPE inhibition	West Nile antiviral	TNAP activation fold	P. falciparum M17LAP	human PMI inhibition
CCOc1ccc(CC(C(N)=O)C(N)=O)cc1CN(C)C	1%	0.5%	i	52	2%	0.8%	0.1%	1.1	0%	4%
CC1CCCCC12NC(=S)N(c1ccccc1)N2 (stereo not drawn)	nt	3.1%	i	17	1%	2.9%	-0.1%	nt	1%	nt
Cc1cccc(NS(=O)(=O)c2ccc([N+](=O)[O-])cc2)n1	nt	-0.2%	i	58	nt	-0.7%	0.7%	nt	nt	nt
Cc1ccc(NC(=S)/N=C(\N)Nc2nc(C)c3ccccc3n2)cc1C	1%	12%	i	44	11%	0.9%	-0.9%	1.4	0%	7%
COc1ccc(NC(=O)CSc2nncc(=O)n2N)cc1OC	nt	0.1%	i	68	nt	0.3%	-0.2%	nt	nt	nt
COc1ccc2oc(C(=O)NCc3ccco3)c(C)c2c1	nt	-0.1%	i	7	nt	2.7%	-0.3%	nt	nt	nt
COc1ccc(CCn2c(O)c(C=Nc3cccc(F)c3)c(=O)[nH]c2=O)cc1OC	nt	nt	i	45	5%	1.1%	0.5%	nt	5%	nt
Cc1cccc(NC(=O)C2(C)CC3c4ccccc4C2c2ccccc23)c1 (stereo not drawn)	0%	0.9%	i	48	7%	-0.4%	0.1%	1.1	5%	-2%
CCOC(=O)Cc1ccc2sc(-c3ccccc3)nc2c1	1%	5.8%	i	36	-4%	7.3%	0.0%	1.3	-1%	10%
CCOc1ccccc1-c1cc(C(=O)N/N=C/c2ccc(O)c(OC)c2)c2ccccc2n1	6%	1.7%	i	43	5%	43%	-1.4%	1.1	16%	6%
C=CCN1C(=O)N(c2ccc(Cl)cc2)C(=O)C1CC(=O)Nc1ccc(F)cc1 (stereo not drawn)	-2%	0.0%	i	24	-4%	-0.5%	-1.0%	1.1	4%	-2%
CC(=O)c1ccc(-n2nnnc2SCC(=O)N2CCc3ccccc3C2)cc1	23%	4.8%	nt	nt	7%	nt	-0.5%	1.1	15%	10%
CCOc1ccc(NC(=O)CN(C)C(=O)CCCOc2ccc(Cl)c(C)c2)cc1OCC	nt	0.2%	i	28	nt	4.0%	-0.5%	nt	nt	nt
COc1ccccc1NC(=O)c1ccc(S(=O)(=O)N2CCOCC2)cc1	5%	-0.3%	i	36	-8%	1.1%	0.2%	1.1	-3%	6%
COCC1CCCN(Cc2cn(Cc3ccccc3)nc2-c2cc3ccccc3o2)C1 (stereo not drawn)	4%	0.4%	i	50	-4%	-1.1%	-1.4%	1	3%	5%
CC(C)(C)c1ccc(C(=O)NC(=S)N2CCCCCC2)cc1	nt	0.8%[50 µM]	i	11	nt	5.0%	-0.3%	nt	nt	nt
CCCOc1ccc(-c2c(C(=O)N/N=C/c3ccncc3)nnn2-c2nonc2N)cc1	nt	0.3%	i	7	nt	2.1%	-0.7%	nt	nt	nt
CC(C)n1c(SCC(=O)c2ccc3c(c2)OCCO3)nc2c1c(=O)n(C)c(=O)n2C	5%	nt	i	43	nt	8.7%	-0.1%	0.9	nt	-11%
Cc1ccc(-c2noc(CCCC(=O)NC3CCCC3)n2)cc1	nt	-0.1%	i	50	nt	1.1%	-1.6%	nt	nt	nt
COc1ccc(S(=O)(=O)NCCSC(C)(C)C)cc1	-1%	0.2%	i	33	0%	2.4%	-0.6%	1.1	4%	4%
C#Cc1ccc([C@@H]2C=C(C(=O)NCc3ccccc3)O[C@H](OCCCCO)C2)cc1	nt	0.8%	i	11	nt	0.7%	0.1%	nt	nt	nt
O=C(COC(=O)C1CCN(S(=O)(=O)c2ccc3c(c2)OCCO3)CC1)Nc1cc(C(F)(F)F)ccc1Cl	-6%	2.1%	i	52	1%	3.1%	-0.3%	1.1	-3%	3%
O=C(Nc1ccc(Br)cc1)c1ccccc1CC[N+](=O)[O-]	20%	0.3%	i	39	0%	3.3%	-0.1%	1.1	8%	17%
NC(=O)c1cc(S(=O)(=O)Nc2ccccc2)cs1	nt	0.3%	i	37	nt	-1.1%	-0.4%	nt	nt	nt
CCN(CC)C(=O)CN(c1cc2c(cc1OC)oc1ccccc12)S(=O)(=O)c1ccccc1	-2%	6.2%	i	54	1%	13%	-0.5%	1	2%	9%

A section taken from the entries so far:
SMILES	PMI inhibition	UTI89 phage lysis	T cell HTS	T cell HTS vesicle-bound %	M1AAP inhibition	RSV CPE inhibition	West Nile antiviral	TNAP activation fold	P. falciparum M17LAP	human PMI inhibition
CCOc1ccc(CC(C(N)=O)C(N)=O)cc1CN(C)C	1%	0.5%	i	52	2%	0.8%	0.1%	1.1	0%	4%
CC1CCCCC12NC(=S)N(c1ccccc1)N2 (stereo not drawn)	nt	3.1%	i	17	1%	2.9%	-0.1%	nt	1%	nt
Cc1cccc(NS(=O)(=O)c2ccc([N+](=O)[O-])cc2)n1	nt	-0.2%	i	58	nt	-0.7%	0.7%	nt	nt	nt
Cc1ccc(NC(=S)/N=C(\N)Nc2nc(C)c3ccccc3n2)cc1C	1%	12%	i	44	11%	0.9%	-0.9%	1.4	0%	7%
COc1ccc(NC(=O)CSc2nncc(=O)n2N)cc1OC	nt	0.1%	i	68	nt	0.3%	-0.2%	nt	nt	nt

Going on with the list.
SMILES	PMI inhibition	UTI89 phage lysis	T cell HTS	T cell HTS vesicle-bound %	M1AAP inhibition	RSV CPE inhibition	West Nile antiviral	TNAP activation fold	P. falciparum M17LAP	human PMI inhibition
COc1ccc(N(CC(=O)NCCSc2ccccn2)S(=O)(=O)c2ccccc2)cc1Cl	nt	-1.1%[50 µM]	i	30	nt	2.5%	-0.6%	nt	nt	nt
CCCN(CCC)S(=O)(=O)c1ccc(C(=O)Nc2nc3c(s2)CCc2ccccc2-3)cc1	1%	7.4%	i	44	0%	1.0%	-0.9%	1.1	-4%	4%
O=C(/C=C/c1ccccc1)NCCSc1ccc(Cl)cc1	4%	0.1%	i	51	0%	5.4%	0.0%	1.1	9%	8%
CCCOc1ccc(C(CC(=O)O)NS(=O)(=O)c2ccc(NC(C)=O)cc2)cc1 (stereo not drawn)	-4%	-1.0%	i	38	0%	2.2%	nt	0.9	3%	-2%
Cc1c(NC(=O)C(C)N2C(=O)NC3(CCC(C)CC3)C2=O)c(=O)n(-c2ccccc2)n1C (stereo not drawn)	5%	-0.3%	i	41	1%	1.8%	0.4%	1	4%	0%
CS(=O)(=O)c1nc(-c2ccc(Br)cc2)cc(-c2ccccc2)c1C#N	-1%	-0.2%	i	38	-3%	-2.0%	-2.2%	1	1%	-2%
O=C(O)c1ccccc1CSc1ncn[nH]1	-11%	-0.3%	i	36	-3%	2.5%	-0.7%	0.8	54%	-6%
CCC(C)(C)C1CCC(=NNC(=S)Nc2cccnc2)CC1 (stereo not drawn)	-91%	-0.2%	i	36	7%	0.1%	0.1%	1.1	7%	-44%
CC1(C)Cc2c(cnn2-c2cccc(F)c2)C(NC(=O)CN2CCCC2=O)C1 (stereo not drawn)	nt	0.3%	i	28	nt	1.4%	0.9%	nt	nt	nt
O=C(/C=C/c1ccccc1)NCC(=O)N/N=C/c1ccco1	nt	-0.1%	i	62	nt	-0.5%	-0.4%	nt	nt	nt
CCOC(=O)c1nnn(-c2nonc2N)c1-c1ccccc1	-4%	0.2%	i	21	0%	-0.8%	-0.2%	1.1	8%	-5%
CCC(=C(c1ccc(OC)cc1)c1ccc(OC)cc1)c1cn(CC(O)CN2CCN(C)CC2)c2ccccc12 (stereo not drawn)	-6%	-0.7%	i	26	4%	-1.8%	nt	1	-5%	4%
O=C(O)CCCCn1c(SCC(=O)Nc2ccccc2C(F)(F)F)nc2ccsc2c1=O	-4%	3.1%	i	52	-1%	3.9%	1.1%	1.1	37%	5%
C=CCn1c(=O)c(C(=O)NCCc2ccccc2)c(O)c2ccccc21	-9%	1.3%[50 µM]	i	16	4%	7.1%	1.1%	1	-5%	1%
CN(C)CCNc1oc(COc2ccc(Cl)cc2Cl)nc1C#N	14%	1.1%	i	29	2%	-2.1%	0.3%	1.3	8%	5%
CCc1ccc(NC(=O)COc2ccc(/C=C(/C#N)c3nc4ccccc4[nH]3)cc2OC)cc1	-4%	4.2%	i	22	11%	2.0%	-0.3%	0.8	6%	-14%
Cc1cccc(NS(=O)(=O)c2ccc3c(c2)Cc2cc(S(=O)(=O)Nc4cccc(C)c4C)ccc2-3)c1C	-20%	0.1%	i	48	3%	0.1%	-1.1%	1.1	13%	-9%
CCCN(c1ccc(C(C)C)cc1)S(=O)(=O)c1c(C)noc1C	-6%	1.2%	i	37	6%	0.1%	0.4%	1	6%	-9%
COc1ccc(-n2c(Cc3cccn3C)nnc2SCC(=O)N2CCC(C)CC2)cc1	8%	3.0%	i	63	10%	1.4%	-0.3%	0.9	35%	7%
CC(C)(C)c1ccccc1OCCCCCn1ccnc1	11%	1.0%	i	29	-17%	0.1%	-1.9%	1.4	4%	14%
COc1ccc(OC)c(NS(=O)(=O)c2ccc3c(c2)CCC(=O)N3)c1	9%	2.0%	i	38	15%	-0.7%	0.2%	1.1	0%	4%
Cc1ccc(OCCN2CCN(CC(O)Cn3c4ccccc4c4ccccc43)CC2)cc1 (stereo not drawn)	16%	nt	i	46	1%	-2.0%	-1.5%	1	2%	26%
CCc1ccc(-c2cc(C(F)(F)F)n3nc(C(=O)Nc4cnn(Cc5ccccc5C)c4)cc3n2)s1	-6%	-0.2%	i	12	33%	1.6%	?	1.1	8%	-15%
COc1ccc(OCCNC(=O)c2ccccc2OCC(=O)Nc2ccc(NC(C)=O)cc2)cc1	17%	1.6%[50 µM]	i	18	-2%	1.3%	0.6%	1	3%	9%
CCCn1c(CN2CCN(C(C)=O)CC2)nc2cc(S(=O)(=O)N(C)C)ccc21	nt	0.0%	i	23	nt	0.1%	-0.1%	nt	nt	nt
CCNS(=O)(=O)c1cc(-c2nnc(OC)c3ccccc23)ccc1C	nt	1.0%	i	56	nt	0.7%	0.0%	nt	nt	nt
CCN(CCCNC(=O)C1CCN(S(=O)(=O)c2cnc[nH]2)CC1)c1ccccc1	12%	4.6%	i	30	5%	2.9%	0.3%	1.1	-3%	16%
Cc1ccc(SC(CC(=O)c2ccc(C)cc2)C(=O)O)cc1 (stereo not drawn)	-1%	-0.4%	i	50	-6%	-0.6%	1.2%	1.1	41%	0%

Compound activity: PubChem, several laboratories
